PNC assembly inh = High Content Assay for Compounds that inhibit the Assembly of the Perinucleolar Compartment | PC3M PTB-GFP, PNC prevalence imaging, 16 h; active compounds read low | activity change (PNC), negative = inhibition, % at 10 µM | 140,000 tested, 3.1% active | AID 2417, 2010;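 active = readout at or below -70, meaning at least 70% loss of cells showing the perinucleolar compartment, a nuclear body marking cancer cells; inconclusive = readout between -30 and a set limit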;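 also: plate controls were DMSO wells for no effect and camptothecin positive control wells for full effect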
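Compounds are pinned in duplicate onto adhered PC3M cells stably expressing GFP-tagged PTB and incubated 16 h at 37 C. Cells are then fixed, nuclei stained with Hoechst, and PNC-positive cells counted.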
IMPase inh = qHTS Assay for Identifying the Cell-Membrane Permeable IMPase Inhibitors; AID 901, 2007; Inositol monophosphatase 1 (Rattus norvegicus), P97697; inhibition (IP1 accumulation), % at 46.1 µM; CHO-M1 cells, IP1 accumulation, HTRF TR-FRET ratio; 120,000 tested, under 10 active; active = well fitted curve in the direction sought with a large enough effect in the signal ratio, not every such curve was filed as active; inconclusive = small, poorly fitted or top-dose-only effect, or a change in a side signal; inactive = no such curve, though single readings can be large or run the other way; the % refers to the signal ratio;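 also: cells stimulated with carbachol in lithium chloride buffer; plate controls were DMSO basal wells for no effect and reference inhibitor wells for full effect; higher means more IMPase inhibition seen as more IP1 and lower FRET ratio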
Target sequence (P97697 whole entry, looked up): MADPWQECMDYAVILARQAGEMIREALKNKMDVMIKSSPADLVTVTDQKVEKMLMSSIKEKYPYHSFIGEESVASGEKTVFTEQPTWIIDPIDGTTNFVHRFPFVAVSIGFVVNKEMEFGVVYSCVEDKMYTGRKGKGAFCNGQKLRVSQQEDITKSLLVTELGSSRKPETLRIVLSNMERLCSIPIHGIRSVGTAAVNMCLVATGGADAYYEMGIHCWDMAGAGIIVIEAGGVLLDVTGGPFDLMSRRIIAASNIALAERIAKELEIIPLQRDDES
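CHO-M1, 2000 cells/well, cultured 16–30 h; cpd up to 46 uM; carbachol (50 uM solution, stimulation buffer w/ 50 mM LiCl, pH 7.4), 30 min 37C; IP-One TR-FRET, 10 min RT; Ex 320/Em 665, 620; Hill-fit AC50.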
12-hLO inh = qHTS Assay for Inhibitors of 12-hLO (12-human lipoxygenase). Polyunsaturated fatty acid lipoxygenase ALOX12 (Homo sapiens), P18054. purified 12-hLO, xylenol orange hydroperoxide absorbance. Potency, µM (titrated, usually from 57.1 µM), for inactives: at the top dose activity change, negative = inhibition, hits mostly inhibitors. 150,000 tested, 0.12% active. AID 1452, 2008; also: potency is read from the fitted curve at half-maximal effect; nearly all actives have a fitted effect of over 55% in size; many of its hits are not listed in these tables
Target sequence (P18054 whole entry, looked up): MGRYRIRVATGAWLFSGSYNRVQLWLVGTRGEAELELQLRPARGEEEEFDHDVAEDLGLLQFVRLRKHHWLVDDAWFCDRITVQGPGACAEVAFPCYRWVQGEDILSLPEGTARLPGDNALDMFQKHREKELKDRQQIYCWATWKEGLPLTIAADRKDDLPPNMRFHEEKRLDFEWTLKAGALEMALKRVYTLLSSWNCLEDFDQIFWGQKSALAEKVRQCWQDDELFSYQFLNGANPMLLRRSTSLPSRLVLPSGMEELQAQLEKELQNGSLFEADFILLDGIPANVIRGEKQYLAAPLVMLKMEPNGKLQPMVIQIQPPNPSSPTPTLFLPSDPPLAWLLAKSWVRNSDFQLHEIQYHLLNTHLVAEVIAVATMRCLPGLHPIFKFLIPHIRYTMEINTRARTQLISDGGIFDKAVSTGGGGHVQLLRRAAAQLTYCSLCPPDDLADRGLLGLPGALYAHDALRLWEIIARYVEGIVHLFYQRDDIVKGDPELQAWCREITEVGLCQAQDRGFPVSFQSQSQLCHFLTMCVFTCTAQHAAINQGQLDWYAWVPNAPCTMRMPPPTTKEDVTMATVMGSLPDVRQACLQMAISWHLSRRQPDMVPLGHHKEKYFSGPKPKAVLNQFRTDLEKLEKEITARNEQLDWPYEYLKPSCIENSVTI
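Purified human 12hLO (150 nM), preincubated 15 min with compound, then 40 uM arachidonic acid for 30 min, room temperature, Hepes pH 7.0 with 0.01% Triton X-100. Hydroperoxide detected by ferrous iron/xylenol orange; 573/405 nm absorbance ratio gives reaction progress.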
ALOX15B inhib = qHTS Assay for Inhibitors of 15-hLO-2 (15-human lipoxygenase 2) | 110,000 tested, 0.56% active | Polyunsaturated fatty acid lipoxygenase ALOX15B (Homo sapiens), O15296 | Potency, µM (series often up to 57.1 µM), without a hit: top-dose activity change, negative = inhibition, actives largely listed as inhibitors | purified 15hLO-2, xylenol orange hydroperoxide absorbance; also: potency is read from the fitted curve at half-maximal effect; nearly all actives have a fitted effect of over 60% in size; many of its hits are not listed in these tables
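Purified human 15hLO-2 (50 nM) preincubated 15 min with compound, then 45 uM arachidonic acid for 90 min at RT in 25 mM Hepes pH 7.5, 0.01% Triton X-100. Hydroperoxide detected by Fe-xylenol orange; 573/405 nm absorbance ratio.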
* = called active by the depositor; u = inconclusive; x = not tested or not shown; [ ] = another dose, or the depositor's remark. Unless noted, calls follow the shape of the dose curve; as a rule, active = well fitted curve in the direction sought with a large enough effect; inconclusive = small, poorly fitted or top-dose-only effect, or another doubt; inactive = no such curve, though single readings can be large; an effect the other way counts as inactive or inconclusive. Unless noted, % is scaled to controls: 0 for no effect and ±100 for the full control effect.

SMILES	PNC assembly inh	IMPase inh	12-hLO inh	ALOX15B inhib
COc1ccc(-n2nc(C(=O)O)c3ccccc3c2=O)cc1	10	-5	5%	10%
N#CCCn1nc(-c2ccc(Cl)cc2)cc1Nc1ccccc1NC(=O)C(F)(F)F	-8	9	u	x
Cc1csc2nc(CSc3ccc(Cl)cc3)cn12	u	-11	2%	39%[activator]
COc1ccc(N2Cc3cccc(C(=O)N4CCN(C(=O)c5ccco5)CC4)c3C2=O)cc1	38	-3	0%	-28%
COc1ccc(NS(=O)(=O)c2cc(NC(=O)c3cnc(C)cn3)ccc2N2CCCCC2)cc1	u	x	-2%	x
COc1cc2c(cc1OC)-c1cc(NC3CCCCCC3)nc(=O)n1CC2	7	6	-2%	7%
COc1ccc(C(=O)NCc2cn3ccsc3n2)cc1OC	-20	-1	0%	2%
Cc1ccc(S(=O)(=O)NCC(=O)OCC(=O)c2ccc(Br)s2)cc1	10	u	-4%	-27%
COc1cc(/C=C(\C#N)C(=O)NCC2CCCO2)c([N+](=O)[O-])cc1OC (stereo not given)	-1	5	-22%	-12%
COC(=O)c1ccccc1OCCCN(C)C	u	x	-4%	x
COC(=O)c1ccccc1NC1=C/C(=N\S(=O)(=O)c2cccs2)c2ccccc2C1=O	-22	15	-7%	-22%
Clc1ccccc1-c1nn2c(-c3ccccn3)nnc2s1	35	-1	-3%	-3%
CCCCC(=O)/C=C/n1c(=S)oc2ccccc21	-116*	x	2%	x
CCC(=O)NC(Nc1sc2c(c1C(=O)OC)CCCC2)(C(F)(F)F)C(F)(F)F	87	2	1%	2%
CCCCNC(=S)NNC(=O)c1c(Cl)c(C)nn1C	-20	x	1%	x
COCCNC(=O)c1cc(-c2ccccc2OC)on1	11	-1	-8%	-5%
O=C(CC(c1ccccc1)C1CCCCC1=O)c1ccco1 (stereo not given)	-14	7	3%	x
CCN(CC)c1ccc(/C=C(\C#N)C(=O)NCc2ccccc2)cc1	-4	x	-5%	x
CC(=O)OCCNC(=O)Cn1cnc2c1c(=O)n(C)c(=O)n2C	16	1	-5%	-4%
CC(C)(C)C1CCc2c(sc(N)c2C(N)=O)C1 (stereo not given)	u	-12	-21%	u
CC1=C(C(=O)OC(C)C)C2(O)C(=O)c3ccccc3C2(O)N1 (stereo not given)	u	2	1%	x
CCC(=O)Nc1ccc(S(=O)(=O)Nc2cc(C)on2)cc1	u	-6	1%	13%
Cc1ccc2oc(-c3ccccc3C(=O)O)cc(=O)c2c1	-9	4	11%	2%
O=C(CSc1nc(-c2ccc(Cl)cc2)cs1)Nc1cccc([N+](=O)[O-])c1	-3	3	6%	x
O=C(Nc1nnc(C2CCCC2)s1)C1CCN(S(=O)(=O)c2ccc(Cl)cc2)CC1	22	3	5%	x

Next part:
SMILES	PNC assembly inh	IMPase inh	12-hLO inh	ALOX15B inhib
CC(C)NC(=O)CSc1nnc2sc3ccccc3n12	u	2	1%	3%
CC12CCCCC1(O)[N+](=O)C1=C(CCCC1)N2[O-] (stereo not given)	-22	-1	-3%	-4%
CCOC(=O)CNc1c(-c2ccc(OC)cc2)nc2ccc(Cl)cn12	u	u	-1%	x
CCOc1ccccc1C(=O)NCC(=O)OCC(=O)N1C(C)CCCC1C (stereo not given)	-25	-5	-1%	x
O=C(NCC(c1cccs1)N1CCOCC1)c1ccc(Cl)c([N+](=O)[O-])c1 (stereo not given)	-3	9	0%	x
O=C(NCCN1CCOCC1)N1c2ccccc2Sc2ccccc21	52	10	5%	-5%
CN1CCCN(C(=O)Cc2c(Cl)cccc2Cl)c2nc3ccccc3nc21	u	-10	-4%	-2%
Cc1cc(C)cc(N=c2c([N+](=O)[O-])nn(-c3cccc(Cl)c3)n2O)c1	2	3	-14%	-11%
COc1ccccc1-n1c(N)c(C(=O)NCC2CCCO2)c2nc3ccccc3nc21 (stereo not given)	7	1[0.0738 µM]	-2%	x
Cc1ccc(-n2c(SCc3cc(=O)n4ccsc4n3)nnc2-c2cccnc2)c(C)c1	2	5	-3%	-8%
CC(C)N=C=NC(C)C	x	x	-1%	0%
Cc1ccc(-c2[nH]c3ccccc3c2SCCNC(=O)c2ccc(S(=O)(=O)N3CCOCC3)cc2)cc1	u	x	-1%	x
Cc1cc(C)n(CC(=O)N/N=C/c2ccc3c(c2)OCO3)n1	-4	x	1%	x
Cc1cccc(N2C(=O)C3CCC(c4ccccc4)CC3C2=O)c1 (stereo not given)	-22	x	4%	x
CNc1nc(OCC(F)(F)F)nc(N2CCOCC2)n1	-9	-8	-1%	7%
COCCn1nc2cc(C(=O)NCc3cc(C(F)(F)F)cc(C(F)(F)F)c3)ccc2c1OC	-9	4	5%	1%
COc1ccc(OC)c(C2CC(=O)C(C)C(c3cc(OC)ccc3OC)N2)c1 (stereo not given)	-25	2	5%	6%
CC1=C2[C@H](/C=C(\C)C(=O)O)CC[C@@H](C)[C@H]2CC1	x	x	-1%	-20%
CC(=O)N1N=C(c2ccccc2)CC1c1cn(Cc2ccccc2)c2ccccc12 (stereo not given)	u	x	3%	x
CCc1nnc(NC(=O)c2ccc(S(=O)(=O)NCC(C)C)cc2)s1	u	-11	4%	0%
CCn1cc(Br)c(C(=O)Nc2ccc(OC)cc2)n1	-19	-12	3%	1%
CCC(=O)NC(c1ccccc1OC)c1ccc2cccnc2c1O (stereo not given)	-100*	13	-23%	x
CC1(C)COCN1S(=O)(=O)c1ccc(C(=O)Nc2nnc(-c3ccc(Cl)s3)o2)cc1	225	u	1%	x
CCc1nnc(NS(=O)(=O)c2ccc(N/C=C\C(=O)c3cccc4ccccc34)cc2)s1	u	x	-6%	x
COc1cc(/C=C/C(=O)OCC(=O)N2CCN(S(=O)(=O)c3ccc(C)cc3C)CC2)ccc1O	96	x	-2%	x

The final 3 compounds of the section before lead into the next:
SMILES	PNC assembly inh	IMPase inh	12-hLO inh	ALOX15B inhib
CC1(C)COCN1S(=O)(=O)c1ccc(C(=O)Nc2nnc(-c3ccc(Cl)s3)o2)cc1	225	u	1%	x
CCc1nnc(NS(=O)(=O)c2ccc(N/C=C\C(=O)c3cccc4ccccc34)cc2)s1	u	x	-6%	x
COc1cc(/C=C/C(=O)OCC(=O)N2CCN(S(=O)(=O)c3ccc(C)cc3C)CC2)ccc1O	96	x	-2%	x
O=c1c2ccccc2nc(-c2ccccc2)n1Cc1ccccc1	u	x	-1%	x
COCCCNC(=O)CN(C1CCCCC1)S(=O)(=O)c1ccc(C)cc1	-14	-5	-5%	17%
O=c1cc(CO)oc(C(Nc2ccccn2)c2ccc(C(F)(F)F)cc2)c1O (stereo not given)	-21	-11	u	0%
COc1cccc(C(=O)Nc2ccc(-c3nnc(-c4ccco4)o3)cc2)c1	33	0	1%	-19%
Cc1ccc(-c2cc(C(=O)NCc3cccnc3)no2)cc1	2	-4	0%	12%
Cc1cc(NC(=O)COC(=O)c2cc(S(=O)(=O)N3CCOCC3)ccc2N2CCCCC2)no1	16	2	-1%	5%
COc1ccc(C2C(C(=O)NCCN3CCOCC3)c3ccccc3C(=O)N2C2CCCCC2)cc1 (stereo not given)	u	x	-2%	x
Cn1nnnc1SCC(=O)N1CCc2ccccc2C1	-9	3	-2%	-2%
O=C(N1CCCCC1)C12CC3CC(CC(C3)C1)C2	31	-2	0%	x
Cc1nnc(SCc2ccc(Cl)cc2Cl)[nH]c1=O	u	-2	3%	-2%
COc1ccc(NC(C)=O)cc1NC(=O)CSc1nnc(-c2ccncc2)n1C	u	u	0%	13%
O=c1c2ccccc2cnn1Cc1n[nH]c(=S)n1-c1ccc(Cl)cc1	-24	x	0%	x
O=C(Nc1ccc(F)c(Cl)c1)C1CCN(S(=O)(=O)c2cccnc2)CC1	18	4	-3%	-2%
CCOc1cc(-c2noc(-c3ccncc3)n2)cc(Br)c1OC	11	3	-7%	5%
O=C(NCCN1CCOCC1)c1ccc2c(c1)N(Cc1ccccc1)C(=O)CS2	22	12	-6%	0%[2.29 µM]
Cc1ccc(-c2nc3ccccn3c2Nc2ccccc2)o1	6	-10	-8%	x
CCN(CC)S(=O)(=O)c1cc(-c2nnc(-c3ccc(Br)cc3)o2)ccc1Cl	-22	4	-4%	0%
CCn1c(SCC(=O)NCc2ccccc2)nnc1-c1c[nH]c2ccccc12	21	9	4%	2%
CCOC(=O)c1cnc2ccc(Br)cc2c1NCC(C)O (stereo not given)	u	13	-6%	0%
CCN=c1scc(-c2ccco2)n1/N=C/c1ccc(OC)c(O)c1	-11	16	-14%	-29%
O=c1c2ccccc2nc(SCc2nnc(-c3ccccc3Br)o2)n1Cc1ccco1	-23	1	-5%	-21%
CCOC(=O)c1cccc(P(=O)(C(C)(C)C)C(C)(C)C)c1	36	-4	2%	x
CCSc1oc(-c2cccs2)nc1S(=O)(=O)c1ccccc1	-23	-6	-3%	x
CS(=O)(=O)N(CC(=O)NCCSc1ccccn1)c1cccc2ccccc12	5	x	-1%	x
Cc1ccc(C(=O)Nc2ccc(OCc3ccccc3)cc2)cc1[N+](=O)[O-]	23	3	0%	-21%

(cont.)
SMILES	PNC assembly inh	IMPase inh	12-hLO inh	ALOX15B inhib
CCOC(=O)c1cnc2c(-c3ccccc3)cnn2c1N	14	-1	-9%	-5%
CCOC(=O)CSc1nnc(-c2ccccc2)c(=O)[nH]1	7	-4	2%	-6%
CCCn1c(-c2ccc(OC)cc2)nc2ccccc21	-26	2	-2%	19%
CCCN1C2=NCCN2c2ccccc21	29	-3	3%	-2%
Cc1cccc(NC(=O)CSc2nnc(-c3ccc(S(=O)(=O)N4CCCC4)cc3)o2)c1	-4	-5	-1%	-1%
CC(=O)c1c(C)[nH]c(C(=O)COc2ccc(C#N)cc2)c1C	41	1	-4%	-21%
O=c1[nH]cnc2nc3n(c12)CCCCC3	42	-1	1%	-4%
O=C(Nc1ccccc1)c1cccc(C(F)(F)F)c1	44	x	-4%	x
Cc1ccc(C(=O)CN2/C(=C(\O)c3ccccc3)C(=O)c3ccccc3S2(=O)=O)c(C)c1	17	-3	-30%	-27%
Cn1c(=O)c2c(nc(SCCCC#N)n2Cc2c(F)cccc2Cl)n(C)c1=O	u	13	3%	-2%
OCCN(Cc1ccccc1)Cc1ccc(C(F)(F)F)cc1	u	6	-2%	-7%
Cc1ccnc(NC(=O)C23CC4CC(CC(C4)C2)C3)c1	-23	-15	5%	17%
CCOC(=O)c1ccccc1NC(=O)CSc1nc2c(c(=O)n(C)c(=O)n2C)n1C	u	-5	3%	3%
Cn1nnnc1SCC(=O)Nc1ccc(Oc2ccc(Cl)cc2)cc1	10	13	8%	-3%
COc1ccc(N2C(=O)NC(NC(=O)c3ccncc3)(C(F)(F)F)C2=O)cc1 (stereo not given)	13	-4	2%	-7%
COc1ccc(C(=O)Nc2cc(OC)ccc2OC)cc1	11	6	-8%	0%
CCOC(=O)c1cnc2ccccc2c1Nc1ccc2c(c1)OCCO2	13	1	-11%	x
CCc1ccc(C2NC(=S)NC3=C2C(=O)N(c2ccccc2OC)C(c2ccc(CC)cc2)N3)cc1 (stereo not given)	32	4	-17%	8%
CC1(C)CN(c2ccccc2)N(C(=O)c2ccc(F)cc2)C1=O	19	6	5%	-15%
Cn1ncc2c(NCCc3ccccc3)nc(Cl)nc21	x	x	-6%[11.4 µM]	0%[11.4 µM]
CCc1c(O)nc(SCC(=O)Nc2ccc(OC)cc2)n(C2CCCCC2)c1=O	36	-4	1%	-3%

Bioassay records as filed in PubChem.

This is a subset (hit frequency here may not be typical).
